Assay outcomes: PubChem, The Scripps Research Institute Molecular Screening Center
DDE Tn6 FP inh = DD(E)-Tn6 binding inhibition, primary FP screen | P02675 | Fibrin DD(E) TRITC-Tn6 fluorescence polarization displacement | inhibition, % at 8.3 µM | 370,000 tested, 0.21% active;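 active means inhibition above a per-campaign cutoff: mean of compounds within control limits plus 3 SD, cut at about 15% in these data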;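 further: 0% = median of all compound wells on the plate and 100% = blocking peptide control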
proKLK7 act = activates the human kallikrein-7 zymogen; activation, % at 7 µM; 370,000 tested, 0.9% active; purified proKLK7, EDANS-DABCYL substrate fluorescence; 100% is mature enzyme control, 0% vehicle; P49862;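 active means activation above the mean of all tested compounds plus 3 SD, computed per campaign excluding outliers beyond control limits, cut at about 13% in these data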
Target sequence (P49862 whole entry, looked up): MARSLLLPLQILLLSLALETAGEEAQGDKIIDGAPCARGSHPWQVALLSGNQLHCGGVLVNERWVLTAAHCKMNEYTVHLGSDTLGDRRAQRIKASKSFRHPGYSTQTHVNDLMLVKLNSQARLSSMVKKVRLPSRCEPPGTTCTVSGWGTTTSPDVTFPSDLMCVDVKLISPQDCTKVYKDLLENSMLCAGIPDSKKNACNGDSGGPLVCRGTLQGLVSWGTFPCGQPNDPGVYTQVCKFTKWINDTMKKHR
ADAM17 inh = inhibitors of human ADAM17; recombinant ADAM17, EDANS/DABCYL FRET peptide cleavage; 370,000 tested, 0.83% active; P78536; inhibition, % at 6.95 µM;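 active means inhibition above the mean of compounds lying between control limits plus 3 SD, set per campaign, cut at about 8.5% in these data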;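 further: 0% = DMSO-only wells as the low control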
ASAP1 inh = blocks human ASAP1-stimulated Arf1 GTP hydrolysis; Q9ULH1; GDP FP detection; inhibition, % at 16.5 µM; 360,000 tested, 0.19% active; in the data active means inhibition above about 25%;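 further: 0% = vehicle with enzyme and substrate and 100% = no enzyme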
ADAM10 inh = inhibitors of human ADAM10 | O14672 | recombinant ADAM10, EDANS/DABCYL FRET peptide cleavage, 3 h | inhibition, % at 7 µM | 370,000 tested, 0.62% active | AID 720582;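 active means inhibition above a per-campaign cutoff equal to the mean of compounds falling between control-based bounds plus 3 SD, cut at about 20% in these data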;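 further: 0% = DMSO wells while the 100% control is not disclosed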
Target sequence (O14672 214-748 limits assumed): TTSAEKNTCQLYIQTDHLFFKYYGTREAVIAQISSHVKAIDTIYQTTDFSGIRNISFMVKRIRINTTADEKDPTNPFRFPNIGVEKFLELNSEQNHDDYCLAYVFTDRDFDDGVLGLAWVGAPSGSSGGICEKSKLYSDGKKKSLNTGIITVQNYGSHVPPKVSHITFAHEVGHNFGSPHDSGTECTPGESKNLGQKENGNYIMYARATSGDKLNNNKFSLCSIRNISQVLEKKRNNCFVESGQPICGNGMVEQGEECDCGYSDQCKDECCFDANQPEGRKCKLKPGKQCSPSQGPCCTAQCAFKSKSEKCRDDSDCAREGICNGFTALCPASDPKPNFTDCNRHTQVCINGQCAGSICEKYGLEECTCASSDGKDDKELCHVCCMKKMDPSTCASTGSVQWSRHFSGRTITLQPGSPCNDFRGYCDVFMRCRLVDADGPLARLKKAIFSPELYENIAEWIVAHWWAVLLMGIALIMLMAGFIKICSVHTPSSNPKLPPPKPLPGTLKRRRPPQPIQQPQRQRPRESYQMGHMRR
TDP2 absorb = blocks human TDP2 phosphodiesterase activity. O95551. 370,000 tested, 0.34% active. inhibition, % at 12.8 µM. recombinant TDP2, T5PNP hydrolysis, p-nitrophenol absorbance 415 nm. AID 720702;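 active means inhibition above the mean of all tested compounds plus 3 SD, set per campaign, cut at about 25% in these data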;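 further: 0% = DMSO with enzyme and 100% = buffer with substrate but no TDP2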
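System – recombinant human TDP2 · Quantity – TDP2 enzyme at 120 nM final · Doses – single concentration, 12.8 µM nominal, with 1% DMSO · Incubation – 2 h at 37 °C · Measured by – epi absorbance of p-nitrophenol freed from T5PNP by hydrolysis · Read-out – % inhibition relative to enzyme-containing and enzyme-free wells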
PLCg1 inh = blocks human PLC-gamma1 enzyme activity; P19174; purified PLC-gamma1, fluorogenic substrate, fluorescence; 370,000 tested, 0.84% active; inhibition, % at 12.2 µM; in the data active means inhibition above about 9.5%
Tn7 DDE FP = disrupts Tn7 cyclic peptide binding to fibrin D-Dimer-E complex. inhibition, % at 8.3 µM. AID 720508. 370,000 tested, 0.13% active. FP displacement of FITC-Tn7 peptide from fibrin DD(E); 0% = median of compound wells per plate;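 active means inhibition above the mean of compounds falling within the control limits plus 3 SD of them, cut at about 14% in these data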;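 further: 0% = plate median of compound wells and 100% = 10 µM Aha-Tn7 peptide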
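Assay system: Human clot-derived fibrin DD(E) complex | Buffer or medium: Tris/NaCl/CaCl2 buffer, pH 7.8 | Repeats: One replicate per compound | Benchmarks: Aha-Tn7 high control | Measure: % inhibition scaled between sample-field median and high-control FP | Schedule: 10 min plus 3 h, room temperature | Signal: Fluorescence polarization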
LEDGF integ inh = blocks HIV-1 LEDGF/p75-dependent DNA integration; AID 743269; inhibition, % at 3.7 µM; TR-FRET IN-LEDGF/p75 DNA integration, Eu/Cy5; 370,000 tested, 0.64% active;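 active means inhibition above the screen-wide mean plus 3 SD, cut at about 13% in these data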;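 further: signal is the Cy5 over europium emission ratio at 671 and 618 nm; 0% = plate median of compound wells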
ARFGAP1 inh = inhibitors of rat ARFGAP1 | Q62848 | Arfgap1-stimulated ARF1 GTP hydrolysis, GDP FP detection | inhibition, % at 16.5 µM | 360,000 tested, 0.26% active | AID 651572;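 active means inhibition above a per-plate limit, mean inhibition of low control wells plus 3 SD, cut at about 25% in these data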;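 further: 0% = DMSO wells with enzyme and 100% = wells lacking Arfgap1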
Target sequence (Q62848 1-136 limits assumed): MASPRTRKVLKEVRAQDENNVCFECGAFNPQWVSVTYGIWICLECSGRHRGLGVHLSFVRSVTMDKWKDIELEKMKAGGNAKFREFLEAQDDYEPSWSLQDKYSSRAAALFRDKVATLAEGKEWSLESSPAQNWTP
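Material: rat Arfgap1 GAP domain (His6, aa 1-136), purified enzyme. Also added: human ARF1(Δ1-17)-GTP substrate. Compound dosing: 16.5 µM single point, 1.26% DMSO. Timing: enzyme reaction 120 min at 25 °C after 20 min preincubation. Signal: GDP detection by fluorescence polarization. Read-out basis: percent inhibition of GAP-stimulated GDP formation, scaled between DMSO and no-Arfgap1 medians.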
The depositor's hits bear a star. These rows are one share of the data; the hit share may differ from the screen's.

Preview (10 entries):
SMILES | DDE Tn6 FP inh | proKLK7 act | ADAM17 inh | ASAP1 inh | ADAM10 inh | TDP2 absorb | PLCg1 inh | Tn7 DDE FP | LEDGF integ inh | ARFGAP1 inh
COC(=O)C1=C(c2ccc(S(C)(=O)=O)cc2)C[C@@H]2CC[C@H]1N2C(=O)NCc1ccccc1 | -4 | -0.2 | -2 | 2 | -3 | 6 | 1 | -5 | 2 | -4
CCCCOC(=O)c1ccccc1C(=O)OCc1ccccc1 | 2 | 0.0 | -3 | -4 | -13 | 3 | 0 | 3 | -3 | -4
COc1ccc(Cn2c(O)c(/C=N/NC(=O)c3ccccc3)c(=O)[nH]c2=O)cc1 | -5 | -1.5 | -29 | 14 | -87 | 1 | -19 | -4 | 2 | 13
COc1cccc(OCc2cc(C(=O)N3C[C@H]4C[C@@H](C3)c3cccc(=O)n3C4)no2)c1 | 4 | 0.3 | 0 | -3 | -12 | -11 | -2 | -1 | -9 | 6
COC(=O)C1=C(c2cccc(C#N)c2)C[C@@H]2CC[C@H]1N2C(=O)NC1Cc2ccccc2C1 | -1 | -0.3 | 2 | -1 | 0 | -4 | 3 | -2 | -5 | 5
CCOC(=O)C1(c2ccccc2)CCN(CCC(=O)Nc2cccc(Br)c2)CC1 | -9 | -0.7 | 4 | -4 | 7 | -6 | 5 | -3 | 3 | -2
Cc1ccccc1NS(=O)(=O)c1ccc(OCC(=O)N2CCN(C)CC2)cc1 | -3 | -0.4 | 1 | -6 | 1 | 0 | 3 | -5 | 1 | 3
Cc1ccc2n1Cc1cnnn1-c1ccccc1-2 | 8 | 7.3 | -23 | 4 | -78 | 10 | -159 | 1 | 1 | -3
COC(=O)C1=C(c2ccc(C(C)=O)cc2)C[C@@H]2CC[C@H]1N2C(=O)N1CCC(C)CC1 | 6 | 0.1 | -3 | 12 | -10 | 4 | 2 | 0 | -5 | -2
N#CC(C#N)=Cc1ccc(O)c(O)c1 | 1 | 0.1 | -1 | 3 | 4 | 5 | 5 | 8 | -6 | 3

The whole of this part, from the start:
SMILES | DDE Tn6 FP inh | proKLK7 act | ADAM17 inh | ASAP1 inh | ADAM10 inh | TDP2 absorb | PLCg1 inh | Tn7 DDE FP | LEDGF integ inh | ARFGAP1 inh
COC(=O)C1=C(c2ccc(S(C)(=O)=O)cc2)C[C@@H]2CC[C@H]1N2C(=O)NCc1ccccc1 | -4 | -0.2 | -2 | 2 | -3 | 6 | 1 | -5 | 2 | -4
CCCCOC(=O)c1ccccc1C(=O)OCc1ccccc1 | 2 | 0.0 | -3 | -4 | -13 | 3 | 0 | 3 | -3 | -4
COc1ccc(Cn2c(O)c(/C=N/NC(=O)c3ccccc3)c(=O)[nH]c2=O)cc1 | -5 | -1.5 | -29 | 14 | -87 | 1 | -19 | -4 | 2 | 13
COc1cccc(OCc2cc(C(=O)N3C[C@H]4C[C@@H](C3)c3cccc(=O)n3C4)no2)c1 | 4 | 0.3 | 0 | -3 | -12 | -11 | -2 | -1 | -9 | 6
COC(=O)C1=C(c2cccc(C#N)c2)C[C@@H]2CC[C@H]1N2C(=O)NC1Cc2ccccc2C1 | -1 | -0.3 | 2 | -1 | 0 | -4 | 3 | -2 | -5 | 5
CCOC(=O)C1(c2ccccc2)CCN(CCC(=O)Nc2cccc(Br)c2)CC1 | -9 | -0.7 | 4 | -4 | 7 | -6 | 5 | -3 | 3 | -2
Cc1ccccc1NS(=O)(=O)c1ccc(OCC(=O)N2CCN(C)CC2)cc1 | -3 | -0.4 | 1 | -6 | 1 | 0 | 3 | -5 | 1 | 3
Cc1ccc2n1Cc1cnnn1-c1ccccc1-2 | 8 | 7.3 | -23 | 4 | -78 | 10 | -159 | 1 | 1 | -3
COC(=O)C1=C(c2ccc(C(C)=O)cc2)C[C@@H]2CC[C@H]1N2C(=O)N1CCC(C)CC1 | 6 | 0.1 | -3 | 12 | -10 | 4 | 2 | 0 | -5 | -2
N#CC(C#N)=Cc1ccc(O)c(O)c1 | 1 | 0.1 | -1 | 3 | 4 | 5 | 5 | 8 | -6 | 3
CC(=O)c1c(O)n(C2CCCCCC2)c(=O)[nH]c1=O | -4 | -0.6 | 2 | 4 | 4 | -10 | 3 | 0 | -3 | 3
CC(C(=O)c1ccc2ccccc2c1)N1CCCCC1 (stereo not given) | 7 | 32* | -54 | -9 | -146 | 12 | -157 | 8 | 2 | -4
CCOC(=O)C1CCN(/C=C2/C(=O)NC(=S)N(c3cccc(OC)c3)C2=O)CC1 | -3 | 0.3 | 0 | -6 | 4 | -3 | -1 | 1 | 0 | -13
CCN1CCN(c2cc(N3CCCC3)c(F)cc2[N+](=O)[O-])CC1 | 1 | 0.6 | -1 | -5 | -3 | 6 | 3 | -1 | 0 | 0
COc1cc2[nH]c(=O)n(-c3cccc(Cl)c3)c(=O)c2cc1OC | -1 | -1.8 | -20 | -3 | -100 | 5 | -1 | -11 | 4 | 9
CN1CCN(c2ccc(N)cc2Cl)CC1 | 3 | 0.8 | 3 | 1 | -4 | 1 | -2 | -6 | 3 | -3
CCCCCCCC(=O)NC(Oc1ccccc1[N+](=O)[O-])C(Cl)(Cl)Cl (stereo not given) | 1 | -0.1 | -2 | 0 | 2 | 3 | 2 | -4 | 1 | 17
CCCOP(=O)(OCCC)C(NC(=O)c1ccccc1)=C(Cl)Cl | 4 | -0.5 | 3 | 7 | 2 | 10 | 2 | -6 | 4 | 6
Cc1cccc(C)c1-n1nnnc1C(c1cccc2ccccc12)N1CCC(n2c(=O)[nH]c3ccccc32)CC1 (stereo not given) | 3 | 0.1 | -4 | -12 | -16 | -5 | -4 | 2 | 1 | -5
COC(=O)C1=C(c2ccc(Cl)c(C(F)(F)F)c2)C[C@@H]2CC[C@H]1N2C(=O)NCc1ccco1 | 0 | -0.1 | -3 | -9 | -8 | -5 | -1 | 3 | 2 | 0
S=C(NCCc1ccccc1)N1Cc2cc(N3CCOCC3)ccc2-n2nncc2C1 | 2 | 0.2 | -1 | -6 | -3 | -4 | -2 | 7 | -1 | 3
O=C1/C(=C/c2ccc3c(c2)OCO3)N2CCC1CC2 | -2 | 0.2 | -3 | -3 | 0 | 13 | -1 | 1 | 5 | 0
CCCNC(=O)N1[C@H]2CC[C@@H]1C(C(=O)OC)=C(c1ccc(OC(F)(F)F)cc1)C2 | 1 | -0.4 | -5 | 0 | -11 | 0 | 2 | -1 | 5 | -10
O=C(c1c[nH]cc1-c1ccccc1)c1cccc2ccccc12 | -6 | -0.2 | 7 | 13 | 17 | -4 | -2 | 0 | 3 | 8
O=C(c1ccc(CS(=O)(=O)c2ccc(Br)cc2)o1)N1CCC2(CC1)OCCO2 | -5 | -0.3 | -5 | 3 | -6 | 5 | 0 | 2 | -2 | 6
O=[N+]([O-])c1oc2ccc3ccccc3c2c1CCO | -2 | -0.3 | -3 | 10 | -13 | -2 | -1 | -7 | 3 | -7
O=C(O)c1cccc(NC(=O)N2C[C@H]3C[C@@H](C2)c2cccc(=O)n2C3)c1 | 7 | 0.1 | -3 | 0 | -3 | 4 | 2 | -1 | 3 | 3
COc1ccc2[nH]c3c(c2c1)CCN=C3C | -13 | 0.0 | -16 | -9 | -35 | -3 | -86 | -3 | -2 | -2
C[C@]12CCC3[C@@H](CC[C@H]4C[C@@H](O)CC[C@]34C)C1CCC2=O (stereo not given in full) | -2 | -0.7 | -3 | 12 | -2 | 11 | 0 | -2 | 2 | -3
CCCCn1c(=O)c(C=Nc2ccc(Cl)cc2)c(O)n(Cc2ccco2)c1=O | -1 | -6.3 | 2 | 5 | 2 | -6 | -6 | 2 | 2 | -7
c1cncc(C2CCCCN2)c1 (stereo not given) | 6 | -0.2 | -5 | 9 | -17 | -4 | 0 | 4 | 0 | 1
CC(=O)Nc1ccc2c(c1)CC1(C(=O)N(C)C(=O)N(C)C1=O)C1CCCN21 (stereo not given) | 5 | -1.2 | -5 | -6 | -12 | -7 | -40 | -8 | 1 | 1
C1CC2NCCC3NCCC(N1)N32 (stereo not given) | -4 | -0.5 | -1 | -3 | -5 | -4 | 3 | -10 | 2 | -1
CCCCCCCCn1sccc1=O | 6 | 0.0 | -2 | -4 | 2 | -6 | -1 | -9 | 7 | 6
COc1ccc(/C=C2\C(=N\O)C3CCN2CC3)cc1 | 4 | 0.1 | 0 | 2 | 1 | 0 | -1 | -2 | -4 | 2
CN1C(=O)C(Cc2ccccc2)C(=O)N(C)C1=O | -5 | -0.3 | -2 | -2 | -9 | 10 | -5 | -5 | -1 | 6
COc1ccc(N2C(=O)NC(=O)/C(=C\c3ccc([N+](=O)[O-])s3)C2=O)cc1 | -5 | -0.8 | 4 | -14 | -2 | -10 | -11 | 6 | 18* | -6
CCOc1ccccc1-n1c(O)c(C=NCCCN(CC)CC)c(=O)[nH]c1=O | 2 | -0.4 | -3 | 0 | -13 | 3 | 0 | 1 | -1 | -1
CCc1cccc(CC)c1NC(=S)N1CC2CC(C1)c1cccc(=O)n1C2 (stereo not given) | 2 | -0.2 | -2 | 7 | 4 | -4 | 3 | -2 | -1 | -2
O=C(c1cccn2c(=O)c3cc(Br)ccc3nc12)N1CCC2(CC1)OCCO2 | 8 | 9.0 | -97 | -2 | -312 | 3 | -392 | -5 | -2 | 2
CCCCn1c(=O)c(C(=O)NCCc2ccccc2)c(O)c2ccccc21 | -1 | -0.2 | -4 | 1 | -3 | 6 | -5 | -4 | -1 | 0
CN1CCN(C(=O)COc2ccc(S(=O)(=O)Nc3ccc(Cl)cc3)cc2)CC1 | -3 | -0.3 | -2 | -14 | -6 | 5 | 3 | 9 | 1 | 3
Cc1ccccc1CCNCc1cc2cccc(C)c2[nH]c1=O | -3 | 0.7 | -14 | 4 | -24 | -5 | -113 | 3 | -1 | -7
Cn1c(O)c(C=Nc2ccc(Br)cc2)c(=O)n(C)c1=O | -3 | -0.1 | -2 | 6 | -5 | 0 | 2 | 0 | -1 | -6
O=C1CC(N2CC=C(c3ccc(F)cc3)CC2)C(=O)N1c1ccc(F)cc1 (stereo not given) | 2 | 0.3 | -2 | 5 | -4 | -7 | -11 | -8 | 3 | 12
c1ccc(-c2[nH]c(-c3ccccc3)[n+](CC3CO3)c2-c2ccccc2)cc1 (stereo not given) | -9 | 0.2 | 7 | 7 | 15 | -21 | 8 | -6 | 9 | -1
